# Screens from PubChem BioAssay.
# ERG Ets-DNA blk = blocks human ERG Ets domain binding to DNA; Potency, µM (titrated, usually from 76.9 µM), for the others: at the top dose FP activity, negative = inhibition, hits mostly inhibitors; P11308; fluorescence polarization, His-ERG Ets domain / labelled DNA; AID 624246; 370,000 tested, 0.028% active; active = well fitted inhibition curve with a large enough effect in the polarisation, with a control signal flat; inconclusive = small, poorly fitted or top-dose-only effect, or effect the other way, or a change in a side signal; inactive = no such curve, though single readings can be large or run the other way; the % refers to the polarisation;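 also: polarization taken with two DNA probes labelled with fluorescein and Texas red; % of control where 0% means no effect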
# Target sequence (P11308 whole entry, looked up, the tested form may be a part): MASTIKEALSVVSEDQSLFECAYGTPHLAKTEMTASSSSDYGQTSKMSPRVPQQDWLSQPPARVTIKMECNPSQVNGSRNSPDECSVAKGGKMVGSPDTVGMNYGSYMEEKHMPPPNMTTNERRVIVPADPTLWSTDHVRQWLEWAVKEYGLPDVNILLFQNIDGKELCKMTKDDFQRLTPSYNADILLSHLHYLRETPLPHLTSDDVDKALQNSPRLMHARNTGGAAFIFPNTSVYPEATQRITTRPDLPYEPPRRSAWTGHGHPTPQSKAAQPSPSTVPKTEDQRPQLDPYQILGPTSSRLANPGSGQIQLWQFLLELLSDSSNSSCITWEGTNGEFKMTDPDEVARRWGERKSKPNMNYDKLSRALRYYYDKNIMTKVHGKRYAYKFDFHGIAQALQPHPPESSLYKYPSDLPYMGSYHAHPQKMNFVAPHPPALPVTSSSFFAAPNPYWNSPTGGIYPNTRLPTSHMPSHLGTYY
#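 His-tagged ERG Ets domain (1 uM in the protein solution; 300mM KCl, 50mM Tris-HCl, 1mM EDTA, 1mM DTT, pH 7.5) received compound, then a probe mix of 5 nM fluorescein-DNA and 100nM Texas-615-DNA. Fluorescence polarization was read for both dyes.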
# rTrxR1 inhibitor = blocks rat thioredoxin reductase 1. Potency, µM (series often up to 114 µM), without a hit: at the highest dose activity change, negative = inhibition, actives largely listed as inhibitors. recombinant rTrxR1, NADPH fluorescence consumption, selenite substrate. AID 588453. 390,000 tested, 1% active; also: % is scaled to controls: 0 for no effect and ±100 for the full control effect; nearly all actives have a fitted effect of over 65% in size
#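 Rat TrxR1 (90 nM in the dispensed reagent) was pre-reduced with 400 uM NADPH for 5 min at room temperature, then incubated with compound for 15 min. After 400 uM selenite was added, NADPH fluorescence (Ex 340/Em 450 nm) was followed for 8 min.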
# Pin1 inh = blocks the human prolyl isomerase Pin1. Q13526. 390,000 tested, 0.009% active. Pin1 FP peptide displacement, HiFluor488, 10 min. Potency, µM (doses to about 115 µM), for inactives: at the highest dose activity, negative = inhibition, most hits filed as inhibitors. AID 504891; active = well fitted inhibition curve with a large enough effect in the polarisation, with a control signal flat, not every such curve was filed as active; inconclusive = small, poorly fitted or top-dose-only effect, or effect the other way, or a change in a side signal; inactive = no such curve, though single readings can be large or run the other way; the % refers to the polarisation; also: % is scaled to controls: 0 for no effect and ±100 for the full control effect
# Target sequence (Q13526 whole entry, looked up): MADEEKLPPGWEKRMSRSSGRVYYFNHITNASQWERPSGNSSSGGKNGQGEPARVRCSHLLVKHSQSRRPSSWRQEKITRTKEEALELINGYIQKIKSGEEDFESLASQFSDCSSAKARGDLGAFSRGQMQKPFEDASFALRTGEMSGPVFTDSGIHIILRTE
# RGS4 inhibitor = inhibitors of human regulator of G protein signaling 4 | P49798 | Transcreener GDP fluorescence polarization, RGS4-accelerated GTP hydrolysis | Potency, µM (top dose mostly 114 µM), inactives show at the top dose activity change, negative = inhibition, actives largely listed as inhibitors | 390,000 tested, 0.039% active | AID 504845; also: % is scaled to controls: 0 for no effect and ±100 for the full control effect; nearly all actives have a fitted effect of over 75% in size; some results filed as inactive show a strong effect at the top dose
#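 MLSMR compounds (23 nl, pin-transferred) preincubated 10 min at room temperature with a 500nM (2x) first reagent, then RGS4 at 900nM (2x) plus Transcreener GDP mix added; fluorescence polarization (620/688 nm) read before and after 90 min at 30 °C.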
# Tb PGK inh = blocks T. brucei phosphoglycerate kinase. P07378. PGK/GAPDH coupled, Kinase-Glo luminescence, 60 min. Potency, µM (top dose mostly 57.5 µM), for inactives: top-dose activity change, negative = inhibition, most hits filed as inhibitors. 380,000 tested, 0.043% active. AID 602233; also: % is scaled to controls: 0 for no effect and ±100 for the full control effect; nearly all actives have a fitted effect of over 60% in size
# Target sequence (P07378 whole entry, looked up): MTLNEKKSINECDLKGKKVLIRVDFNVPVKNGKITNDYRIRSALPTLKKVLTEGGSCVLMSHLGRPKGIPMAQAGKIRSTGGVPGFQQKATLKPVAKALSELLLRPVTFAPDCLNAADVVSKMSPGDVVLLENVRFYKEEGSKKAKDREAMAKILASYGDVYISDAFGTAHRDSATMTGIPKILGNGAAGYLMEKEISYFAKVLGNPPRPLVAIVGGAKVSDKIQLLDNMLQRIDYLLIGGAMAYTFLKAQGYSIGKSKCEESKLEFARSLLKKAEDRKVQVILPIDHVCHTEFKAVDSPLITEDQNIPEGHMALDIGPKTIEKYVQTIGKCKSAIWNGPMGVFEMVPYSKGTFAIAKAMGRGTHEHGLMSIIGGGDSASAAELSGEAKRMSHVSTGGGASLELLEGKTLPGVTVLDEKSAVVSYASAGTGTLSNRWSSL
#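 Recombinant glycosomal PGK reaction used 1,3-bisphosphoglycerate generated in-well by GAPDH (100nM final) in 100mM TEA pH 7.6, 5mM MgCl2, 0.01% Tween-20. After 60 minutes at room temperature, ATP was read by Kinase-Glo Plus luminescence end-point.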
# JMJD2A Tudor inh = JMJD2A Tudor domain (human) inhibition. AlphaScreen JMJD2A-Tudor / H3K4me3 peptide binding. Potency, µM (titrated, usually from 114 µM), inactives show top-dose activity change, negative = inhibition, usual class: inhibitors. 390,000 tested, 4.4% active; also: % is scaled to controls: 0 for no effect and ±100 for the full control effect; nearly all actives have a fitted effect of over 50% in size
# HP1b chromo inh = inhibitors of HP1-beta chromodomain binding to methylated histone tails. P83916. AlphaScreen HP1-beta / biotin-H3K9me3 peptide binding. Potency, µM (highest dose often 114 µM), without a hit: top-dose activity change, negative = inhibition, usual class: inhibitors. 390,000 tested, 0.56% active. AID 540317; also: nearly all actives have a fitted effect of over 70% in size; inactives centre near 23
#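 AlphaScreen: HP1-beta (50 nM) preformed 30 min with biotin-H3(1-18)K9me3 peptide (50 nM) in PBS pH 7.4, 0.01% Tween-20. Compound added for 30 min at RT, then streptavidin donor/nickel chelate acceptor beads (10 ug/mL) for 30 min.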
# GLS inh = blocks human kidney-isoform glutaminase activity; 410,000 tested, 0.21% active; Potency, µM (series often up to 45.5 µM), for inactives: at the highest dose activity change, negative = inhibition, hits mostly inhibitors; AID 624170; O94925; GLS enzymatic activity, qHTS titration; also: % is scaled to controls: 0 for no effect and ±100 for the full control effect
#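 Enzyme dispensed in phosphate buffer (45 mM, pH 8.2, 0.02% Tween-20), compounds pinned in, then 1 mM L-glutamine solution and the glutamate oxidase–HRP–Amplex Red mix added; fluorescence read immediately and again after 30 min at room temperature.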
# 12-LOX inh = ALOX12 (human) lipoxygenase inhibition | P18054 | purified 12hLO, xylenol orange hydroperoxide absorbance | Potency, µM (highest dose often 108 µM), for the others: top-dose activity change, negative = inhibition, hits mostly inhibitors | 580,000 tested, 1.1% active; also: % is scaled to controls: 0 for no effect and ±100 for the full control effect
#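 Purified human 12hLO at 150 nM in 25 mM Hepes, 0.01% Triton X-100, pH 7.0, preincubated 15 min at room temperature with compound. Reaction started with 40 uM arachidonic acid, 30 min at room temperature. Hydroperoxide measured by Fe-xylenol orange, 573/405 nm absorbance ratio.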
# * hit, by the source's call; i = inactive; ? = inconclusive; . = no result given; [ ] = remark or other dose. Unless noted, calls follow the shape of the dose curve; as a rule, active = well fitted curve in the direction sought with a large enough effect; inconclusive = small, poorly fitted or top-dose-only effect, or another doubt; inactive = no such curve, though single readings can be large; an effect the other way counts as inactive or inconclusive. Potency is read from the fitted curve at half-maximal effect. Some of the compounds tested; the hit share may differ from the screen's.
rTrxR1 inhibitor	JMJD2A Tudor inh	HP1b chromo inh	Tb PGK inh	GLS inh	Pin1 inh	RGS4 inhibitor	12-LOX inh	ERG Ets-DNA blk	Compound
23%	-4%	62%[activator]	i	-2%	-2%	3%	8%	-2%	CCC/C=N/NC(=O)CNC(=O)c1ccccc1Cl
-17%	-8%	39%[activator]	-12%	-3%	-2%	2%	12%	18%	COc1ccc(OCC(=O)N2CCN(C(=O)c3ccco3)CC2)cc1
-4%	-6%	31%	0%	6%	-7%	-11%	0%	-5%	COc1ccc(Cl)cc1NC(=O)CN1CCC(n2nnc3ccccc32)CC1
-14%	-1%	16%	-3%	.	4%	-12%	0%	-14%	CCN(Cc1ccccc1)C(=O)Cn1c(=O)n(CC(=O)NCc2ccco2)c(=O)c2sccc21
3%[57.1 µM]	-5%	20%	-3%	-1%	0%	-5%	0%	-11%	Cc1cc(C)nc(SCC(=O)Nn2cnnc2)n1
0%	-9%	30%	i	20%	-2%	-4%	0%	4%	CCOc1ccc(-n2c(=O)cc(N3CCN(c4ccc(F)cc4)CC3)[nH]c2=O)cc1
1%	-30%	13%	i	18%	-9%	-9%	0%	2%	O=C(NN1CCOCC1)c1sc2cccc(F)c2c1Cl
5%	-16%	29%	4%	-4%	-1%	-34%	.	-8%	COc1ccc2cc(-c3ccn[nH]3)ccc2c1
10%[57.1 µM]	-21%	21%	-3%	-1%	-1%	-13%	-8%	9%	CC(=O)c1ccc(-c2ccc(C(=O)NCC(c3ccc(F)cc3)N3CCOCC3)o2)cc1 (stereo unspecified)
16%	6%	54%[activator]	-1%	-3%	-7%	-8%	0%	-2%	CN(C)C(=O)c1cnc(Sc2ncc(C(F)(F)F)cc2Cl)n1C
13%[57.1 µM]	-3%	13%	-4%	-5%	-4%	-9%	-8%	-10%	COc1ccccc1CNC(=O)COC(=O)c1cccc(S(=O)(=O)N2CCOCC2)c1
13%	-26%	23%	-1%	-7%	-2%	-6%	-23%	3%	CCOC(=O)Cc1csc(NC(=O)CN(C)S(=O)(=O)c2cccc3cccnc23)n1
2%[57.1 µM]	0%	13%	-8%	17%	1%	23%	0%	2%	Cn1cnnc1SCc1nc(N)nc(Nc2ccccc2)n1
12%	-6%	36%	.	4%	6%	17%	3%	9%	O=C(c1ccc(S(=O)(=O)N2CCc3ccccc3C2)cc1)N1CCCCC1
10%[57.1 µM]	-36%	-15%	-6%	0%	3%	-15%	?	-3%	C[C@H](CO)N1C[C@H](C)[C@@H](CN(C)S(=O)(=O)c2ccccc2)Oc2ccc(NC(=O)Nc3ccc4c(c3)OCO4)cc2C1=O

# The listing continues:
rTrxR1 inhibitor	JMJD2A Tudor inh	HP1b chromo inh	Tb PGK inh	GLS inh	Pin1 inh	RGS4 inhibitor	12-LOX inh	ERG Ets-DNA blk	Compound
-5%[57.1 µM]	-8%	21%	-2%	-10%	36%[activator]	-23%	0%	-10%	Cc1cc(-n2c(C)cc(C(=O)CSc3nnnn3-c3ccccc3)c2C)no1
-3%	?	-6%	8%	15%	-2%	2%	-2%	-7%	Cc1ccc(NS(=O)(=O)c2cccc(C(=O)NNC(=O)c3cccn3C)c2)c(C)c1
2%	7%	45%[activator]	-4%	-10%	-1%	-31%	-18%	0%	CCOc1ccc2nc(NS(=O)(=O)c3ccc4c(c3)n(C)c(=O)n4C)sc2c1
5%	33%	65%[activator]	-7%	5%	12%	15%	21%	-16%	C=CCn1c(SCC)nc2sc3c(c2c1=O)CCc1ccccc1-3
?	?	?	-2%	0%	-1%	14%	-46%	6%	O=C(Nc1ccc(O)cc1)c1cccc(Oc2ccc([N+](=O)[O-])cc2)c1
-1%[57.1 µM]	-5%	33%	-4%	0%	4%	2%	17%	-16%	COc1cc(NC(=O)c2ccccc2-n2cnnn2)cc(OC)c1
-12%	-7%	36%	-3%	-5%	0%	-6%	-19%	-4%	c1ccc2c(CN3CCOCC3)csc2c1
-2%	-8%	6%	10%	6%	1%	47%	17%[57.4 µM]	-1%	O=C(COc1ccccc1)Nc1ccc(Cl)c(-c2nc3ncccc3o2)c1
21%	-32%	4%	6%	14%	3%	-3%	-11%	11%	Oc1ccc(C23CCCC2C2(CCCC2)c2ccc(O)cc2O3)c(O)c1 (stereo unspecified)
18%	-22%	33%	i	2%	-7%	-30%	346%[activator]	-12%	O=[N+]([O-])c1ccc(-c2nn(-c3ccccc3)cc2/C=N/n2c(-c3cccs3)n[nH]c2=S)cc1
3%[57.1 µM]	3%	14%	-2%	3%	0%	-6%	0%	-1%	Cn1c(=O)c2ncn(CC(=O)NC3CCCCCC3)c2n(C)c1=O
5%	-23%	20%	i	32%[activator]	7%	-22%	?	.	O=C(Cc1ccccc1)Nc1ccccc1N1CCN(c2ccccc2)CC1
-2%	-2%	2%	-10%	-3%	1%	-26%	3%	-4%	COc1ccc(CC(=S)N2CCOCC2)cc1F
-9%	-8%	18%	-16%	-26%	0%	-22%	?	15%	O=C(COC(=O)/C=C/c1ccco1)NCc1ccc(Cl)cc1Cl
21%	-15%	45%[activator]	0%	-5%	-9%	-5%	7%	-3%	O=C(c1ccc(F)cc1F)N1CCCc2ccccc21

# Next results.
rTrxR1 inhibitor	JMJD2A Tudor inh	HP1b chromo inh	Tb PGK inh	GLS inh	Pin1 inh	RGS4 inhibitor	12-LOX inh	ERG Ets-DNA blk	Compound
13%	-11%	22%	-5%	-9%	-2%	2%	-3%	-3%	O=C(COC(=O)c1cc(Cl)ccc1[N+](=O)[O-])NC1CC1
9%	-30%	20%	2%	24%	-4%	-13%	-5%	9%	O=C(CC(c1ccccc1)(c1ccccc1)c1ccccc1)N[C@@H](Cc1ccc(O)cc1)C(=O)O
11%	-17%	8%	-2%	-1%	2%	0%	-17%	7%	COc1ccc2nc(NC(=O)C3CCN(C(=O)c4ccc(F)cc4)CC3)sc2c1
11%	-24%	16%	-3%	17%	-2%	-2%	-1%	-13%	CCc1nc2c(sc3nc4c(cc32)COC(C)(C)C4)c(=O)n1CCN(CC)CC
12%	?	8%	-10%	-1%	-1%	-9%	-17%	-4%	CC(C)Cc1nnc(NC(=O)CCC(=O)N2CCN(c3ccc([N+](=O)[O-])cc3)CC2)s1
0%[11.4 µM]	-10%	16%	-8%	?	1%	-11%	?	11%	NN=C(NN=Cc1ccccc1)c1ccccc1
-13%	-19%	24%	-5%	8%	-1%	23%	11%	-3%	COc1ccc(C)cc1NC(=O)C(NCC1CCCO1)c1ccccc1 (stereo unspecified)
27%	1%	29%	-6%	6%	-5%	33%	3%	-4%	Cc1ccc(C(=O)OCC(=O)NCCc2ccc(F)cc2)cc1S(=O)(=O)N1CCOCC1
?	?	19%	i	-2%	-8%	-18%	-2%	4%	O=C(Nc1cccnc1)c1cc(-c2cccnc2)nc2ccc(Br)cc12
5%	-22%	7%	2%	-7%	-3%	8%	-5%	-7%	Cc1cc(NC(=O)CSc2nc3ccccc3c(=O)n2C(C)c2ccccc2)no1 (stereo unspecified)
-3%	-16%	25%	0%	2%	?	26%	?	-14%	Cc1ccc(SCCNC(=S)Nc2ccc(C)cc2C)cc1
10%	-22%	11%	-1%	-10%	0%	24%	0%	19%	COc1ccc(-c2coc3cc(OC4OC(CO)C(O)C(O)C4O)cc(O)c3c2=O)cc1 (stereo unspecified)
25%	-6%	44%[activator]	-1%	4%	1%	-7%	-11%	-4%	Cc1nn(-c2ccccc2)c2nc(C(F)(F)F)[nH]c(=O)c12
7%[57.1 µM]	?	?	i	5%	0%	-34%	1%	11%	CCOC(=O)c1ccc(Nc2ncccc2[N+](=O)[O-])cc1
12%	-4%	19%	-2%	23%	-1%	-21%	.	-10%	CCN1CCC(N2CCN(c3ccc(Cl)cc3)CC2)CC1

# Entries shown so far that contain a CF3 group (two):
rTrxR1 inhibitor	JMJD2A Tudor inh	HP1b chromo inh	Tb PGK inh	GLS inh	Pin1 inh	RGS4 inhibitor	12-LOX inh	ERG Ets-DNA blk	Compound
16%	6%	54%[activator]	-1%	-3%	-7%	-8%	0%	-2%	CN(C)C(=O)c1cnc(Sc2ncc(C(F)(F)F)cc2Cl)n1C
25%	-6%	44%[activator]	-1%	4%	1%	-7%	-11%	-4%	Cc1nn(-c2ccccc2)c2nc(C(F)(F)F)[nH]c(=O)c12

# Continuation.
rTrxR1 inhibitor	JMJD2A Tudor inh	HP1b chromo inh	Tb PGK inh	GLS inh	Pin1 inh	RGS4 inhibitor	12-LOX inh	ERG Ets-DNA blk	Compound
50µM*	?	38%	-3%	-7%	-11%	-39%	-9%	-4%	Cc1nc(CNC(=O)CC2C(=O)NCCN2Cc2ccoc2)nc2c1CCCC2 (stereo unspecified)
2.8µM*	50µM*	?	-6%	-19%	?	?	?	11%	O=C(NCCCO)c1ccc2nc(-c3ccco3)c(-c3ccco3)nc2c1
11%	8.9µM*	79µM*	i	-13%	-2%	-8%	?	-7%	NNc1ccc(Cl)nn1
-2%	-13%	31%	.	31%[activator]	-8%	-4%	9%	2%	O=C(NNC1CC(=O)N(c2ccc(Cl)cc2)C1=O)c1ccccn1 (stereo unspecified)
31%[57.1 µM]	-7%	20%[57 µM]	i	0%	3%	0%	-28%	2%	Cc1ccc(C(=O)NCc2ccccc2)cc1NC(=O)c1nsc2ccccc12
?	?	?	-14%	6%	-1%	-34%	?	5%	COc1cc2c3c(c1)/C(=C1/SC(NC(C)=O)=NC1=O)C(=O)N3C(C)(C)C=C2C
